GSIS activator – GLuc luminescence reporter in INS-1E cells, primary screen for activators of glucose-dependent secretion of insulin. INS-1E GLuc reporter insulin secretion, 2-3 h. hit rate 0.61% among 370,000. activation, % at 16.6 µM;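 active = lowest replicate activation of at least 40%, so every replicate reaches that level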;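 also: 0% = median of neutral control wells and 100% = median of IBMX positive control wells; some compounds called inactive have numbers as strong as hits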
FN deposition inh – inhibitors of fibronectin matrix deposition, primary screen, AH1F cells, Alexa488-fibronectin fluorescence, plate reader. AH1F fibroblasts, overnight. inhibition, % at 12.6 µM. hit rate 0.086% among 350,000. AID 743247, 2014;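 active = mean inhibition across replicates of 30% or more, regardless of how many single replicates reach that level; inconclusive = mean under 30% yet at least half of replicates reach 30%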;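 also: positive control wells lacked labelled fibronectin entirely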
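Schedule: 1 h cell adhesion before compound, then overnight fibronectin incubation; test system: AH1F fibroblast monolayer depositing Alexa488-labelled fibronectin into matrix; quantity: 10000 AH1F cells per well; probe or stimulus: fluorescent fibronectin at 24 nM final; signal: fluorescence, ex 485 nm, em 525 nm; evaluation: percent inhibition as loss of matrix-bound fibronectin fluorescence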
CFTR F508del cor – F508del CFTR correction, initial screen, CFBE line, single point. CFBE cells, YFP halide quenching; stimulated with forskolin plus potentiator P3; % fluorescence drop versus neutral controls. activity (quench increase), % at 7.58 µM. hit rate 0.36% among 350,000. AID 720511, 2013;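 active = mean added fluorescence quench of at least 8% versus neutral control, with both replicates also reaching 8%; inconclusive = only one of the mean or replicate conditions met; inactive = mean below 8% and not both replicates reaching 8%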;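 also: cells transiently co-express mutant CFTR-F508del with the halide-sensitive YFP; corrector assay measuring rescue of mutant channel to the surface after 24 h compound exposure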
DENV2 CPE rescue – inhibitors of DENV2 cytopathic effect, primary screen, cell-based, plate reader, single concentration. CPE inhibition, % at 9.99 µM. hit rate 1.7% among 350,000. DENV2-infected cells, cytopathic effect rescue. AID 651640, 2012; in the data active = CPE inhibition above about 20%, passing the limit was not always enough; inconclusive = no clear call, values can overlap the other calls; tested in BHK-21 cells;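 also: 0% = median of neutral control wells and 100% = median of positive control wells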
miR122 inh – miR-122 Renilla sensor signal increase in Huh7, primary screen, miR-122 inhibitor project, cell-based, single point, plate reader; Huh7 miR-122 Renilla luciferase sensor, 48 h; neutral wells = 0, positive control = 100; activation (reporter increase), % at 12.5 µM; hit rate 0.3% among 340,000; AID 602342, 2012;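 active = mean replicate activation score at least 90 and every replicate individually at or above 90; inconclusive = only one of the two criteria met; inactive = neither criterion met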;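 also: higher luciferase means less miR-122 activity so hits act as miR-122 inhibitors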
EWS-Fli block – EWS/Fli-driven NR0B1 reporter inhibitors, primary screen, A673 cells, NR0B1 luciferase, luminescence, MLPCN library | viability-normalised | inhibition, % at 12.6 µM | hit rate 0.67% among 350,000;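 active = mean inhibition of at least 50% after viability correction, with every replicate also passing that limit; inconclusive = mean reaches 50% but only one of two replicates passes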;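 also: firefly luciferase signal divided by Alamar Blue viability fluorescence both relative to DMSO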
PAX8 inh HTS – inhibitors of PAX8-driven TPO luciferase reporter, primary screen, RMG-I cells, single concentration. SteadyGlo, 24 h. inhibition, % at 12.6 µM. hit rate 1.2% among 360,000;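 active = mean replicate inhibition at least 60% with every replicate also reaching 60%; inconclusive = only one of the two criteria is met; inactive = mean below 60% and not all replicates reaching 60%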;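 also: luciferase light reporting Pax8 driven TPO promoter activity; plate controls were median of neutral control wells for no effect and mitoxantrone controls for full effect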
Active calls of the source: *; ? = inconclusive; nt = not tested or not shown; [ ] = dose if it differs, or a comment.

SMILES	GSIS activator	FN deposition inh	CFTR F508del cor	DENV2 CPE rescue	miR122 inh	EWS-Fli block	PAX8 inh HTS
CCn1c(=O)c([N+](=O)[O-])c(N2CCOCC2)c2ccccc21	23.3	4.5	nt	nt	nt	nt	13.2
Cc1c(NC(=O)Nc2ccc3c(c2)OCO3)cccc1[N+](=O)[O-]	-2.1	-2.9	0.6	7.5	-3.3	-87.1	nt
Cc1[nH]n(-c2ccccc2)c(=O)c1/C=N/N(c1ccccc1)c1ccccc1	-18.1	2.3	0.6	-0.7	nt	12.0	-12.1
COc1ccc(-c2cn(CC3CCCCC3)nn2)cc1	-0.7	17.9	-0.6	-17.2	-0.3	-63.4	-126.2
Cc1ccc(C)c(Nc2nc3nonc3nc2N2CCOCC2)c1	16.6	nt	2.2	-8.5	-2.2	-1.0	nt
Cc1onc(C(=O)N2CCN(C(c3ccccc3)c3ccccc3)CC2)c1[N+](=O)[O-]	3.6	26.6	-2.1	19.2	-30.5	27.5	97.5*
CCC(NS(=O)(=O)c1ccc(C)cc1)C(=O)N1CCOCCOCCOCCOCC1 (stereo not drawn)	11.5	-18.1	0.9	10.1	-3.7	2.9	1.7
COc1ccc(NC(=O)N(C)C[C@@H]2OCCCC[C@H](C)Oc3ccc(NS(=O)(=O)c4ccc(OC)cc4)cc3C(=O)N([C@H](C)CO)C[C@@H]2C)cc1	-15.7	-1.0	0.5	-9.4	36.4[16.7 µM]	0.9	2.5
Cc1ccccc1S(=O)(=O)N1[C@H](C#N)[C@H](c2ccccc2)[C@@H]1CO	-4.0	4.3	-0.7	118.6*	nt	4.6	-12.4
Cc1cccc(C)c1NC(=O)CN1CCN(C(=O)CN2C(=O)NC3(CCCCC3C)C2=O)CC1 (stereo not drawn)	-5.2	7.3	0.3	25.3*	-0.1	-4.2	0.9
COc1ccc(C2CC(c3ccc([N+](=O)[O-])cc3)=NN2C(C)=O)cc1 (stereo not drawn)	-2.7	-9.2	0.8	-1.5	-9.4	-21.2	-18.6
COc1ccc(CNc2ccc([N+](=O)[O-])cc2C)cc1	-3.5	-2.3	1.3	-4.5	-1.7	-12.3	-17.9
Cc1cc(C)c(S(=O)(=O)N2CCOC2CNC(=O)C(=O)NCCCN2CCCC2=O)c(C)c1 (stereo not drawn)	10.5	10.7	-1.4	-3.5	nt	7.0	-3.2
S=c1[nH]nc(C2CCCCC2)n1/N=C/c1ccccn1	12.5	-3.5	nt	-1.2	nt	-14.8	5.6
COc1ccc2c3c(n(C)c2c1)[C@@H](CO)N(C(=O)Nc1ccc(F)cc1)CC31CCN(C(=O)c2ccccc2F)CC1	-5.1	nt	-1.0	40.3*	nt	-5.5	nt
CO[C@@H]1CC[C@@H]2CCN(C)C(=O)CCCN(C)C(=O)c3cc(C#N)ccc3OC[C@@H]1O2	0.9	0.3	nt	0.3	nt	1.5	-0.3
C/C=C/c1ccc2c(c1)O[C@@H](CN(C)C(=O)C1CCC1)[C@@H](C)CN([C@H](C)CO)S2(=O)=O	-1.3	nt	0.4	nt	9.0[16.7 µM]	8.2	nt
COC(=O)c1sccc1NC(=S)Nc1ccc(C)cc1	16.3	-4.5	-1.0	1.1	nt	4.9	-24.8
Cn1cccc1/C=N/NC(=O)C(O)c1ccccc1 (stereo not drawn)	43.9	-7.0	-0.6	-4.3	12.6	0.4	-8.6
COCCOC(=O)C1=C(C)N=C2SCCC(=O)N2C1c1ccc(OC(=O)c2ccco2)cc1 (stereo not drawn)	nt	-3.1	nt	nt	2.6	nt	5.2
CC1CC(NC(=O)c2cnc3n(c2=O)CCS3)CC(C)(C)C1 (stereo not drawn)	nt	5.4	-0.5	1.2	5.0	9.4	3.1
CC(=O)N1CCN=C1SCc1c(F)cccc1Cl	0.5	4.6	-2.8	-0.1	-3.7	13.8	-0.3
Cc1ccc(S(=O)(=O)N2CCCCC2)cc1C(=O)NC1CCCCC1	2.1	0.2	-1.8	-2.3	7.1	nt	-16.4
Cc1cnc(C(=O)OCC(=O)Nc2cc(S(=O)(=O)N3CCCCC3)ccc2Cl)cn1	-0.1	0.5	-2.1	7.1	nt	6.2	-8.1
Cc1ccccc1C(=O)N1CCN(c2ccc(NC(=O)c3ccc4c(c3)OCCO4)cc2)CC1	-14.2	-10.6	0.0	-14.7	nt	12.2	35.7
CC(=O)NC[C@@H]1[C@@H](c2ccc(-c3ccccc3F)cc2)[C@@H](CO)N1CCC(F)(F)F	0.4	3.7	1.0	4.3	nt	-3.2	nt
c1ccc(-c2nnc(N3CCOCC3)nc2-c2ccccc2)cc1	-1.3	-4.1	nt	nt	-0.2	nt	nt
CSCc1cc(N(C)c2ccccc2)nc(-c2ccccc2)n1	4.9	-14.0	6.0	-5.3	6.9	8.0	-9.6
CC(CCc1ccccc1)N1CCN(Cc2ccccc2)CC1 (stereo not drawn)	24.7	-1.0	nt	16.6	-13.0	5.7	-5.6
CC(=O)N1[C@H](CNC(=O)C2CC2)[C@@H](c2ccc(-c3ccccc3)cc2)[C@@H]1CO	-1.1	1.6	6.4	0.3	200.0*[16.7 µM]	-4.6	-48.5
O=C(c1cc(-c2ccc(F)cc2)no1)N1CCN(Cc2ccc3c(c2)OCO3)CC1	-5.8	-4.4	-1.3	13.4	2.4	1.1	9.5
CC(=O)c1c(C)[nH]c(C(=O)OCC(=O)Nc2ccc(Cl)c(S(=O)(=O)N(C)C)c2)c1C	-37.7	2.1	-2.1	-2.5	2.1	16.3	33.4
N#C/C(=C/c1cccc([N+](=O)[O-])c1)C(=O)Nc1ccccc1O	-8.2	-17.1	1.2	-3.7	4.2	8.6	26.1
Cc1ccc(OCc2nnc(SCC(=O)Nc3ccc(N4CCOCC4)cc3)o2)cc1	3.7	-8.2	-0.1	-3.2	-1.8	-9.2	-5.5
C/C=C/c1ccc2c(c1)O[C@@H](CN(C)Cc1cncnc1)[C@@H](C)CN([C@@H](C)CO)S2(=O)=O	-3.2	-1.8	2.1	-9.3	nt	-6.8	nt
O=C1NC[C@H](c2ccccc2)N(CCc2cccc(F)c2)C1=O	12.9	-1.0	-0.3	8.9	-1.5	-10.9	-1.8
CC(=O)Nc1ccc(C(=O)N/C(=C/c2ccccc2)C(=O)NCc2ccco2)cc1	23.0	3.0	2.2	-2.7	-2.5	2.7	-6.7
Cc1cccc(N2C(=S)NC3c4ccccc4OC2(C)C3C(=O)N(C)C)c1 (stereo not drawn)	-20.5	nt	2.7	-0.8	nt	5.0	24.8
CCOc1ccccc1N1C(=O)CC(Nc2ccc(N3CCOCC3)cc2)C1=O (stereo not drawn)	-2.0	nt	-0.2	-3.0	2.0	-5.5	nt
O=C(c1cccc(F)c1)N1CC(=O)N2[C@H](CO)[C@@H](c3ccc(-c4ccccc4F)cc3)[C@@H]2C1	1.8	nt	-1.5	-2.1	nt	-0.8	-2.8
O=C(NN=C1CCCCCCC1)c1ccc2ccccc2n1	-8.2	9.2	1.6	2.2	-2.4	-1.2	19.5
COc1ccc(/C=C(\C#N)c2nc3ccccc3[nH]2)cc1O	3.9	7.6	2.1	2.7	nt	-119.7	-89.8
C[C@H]1CN([C@@H](C)CO)S(=O)(=O)c2ccc(C3=CCCCC3)cc2O[C@@H]1CN(C)Cc1ccccc1	19.6	-7.0	-0.8	nt	32.2[16.7 µM]	23.9	nt
COc1cc([N+](=O)[O-])ccc1NC(=O)COC(=O)C1=NN(c2ccccc2)C(=O)CC1	nt	6.1	-3.9	?	-3.6	12.7	9.2
C[C@@H]1CN([C@H](C)CO)C(=O)c2cccc(NC(=O)c3ccc(-c4nccs4)cc3)c2O[C@H]1CN(C)CC1CCCCC1	-13.0	nt	-4.9	-1.4	-5.1[16.7 µM]	11.7	17.7

An excerpt from above in order of molar mass, rising:
SMILES	GSIS activator	FN deposition inh	CFTR F508del cor	DENV2 CPE rescue	miR122 inh	EWS-Fli block	PAX8 inh HTS
N#C/C(=C/c1cccc([N+](=O)[O-])c1)C(=O)Nc1ccccc1O	-8.2	-17.1	1.2	-3.7	4.2	8.6	26.1
Cc1ccc(OCc2nnc(SCC(=O)Nc3ccc(N4CCOCC4)cc3)o2)cc1	3.7	-8.2	-0.1	-3.2	-1.8	-9.2	-5.5
O=C(c1cccc(F)c1)N1CC(=O)N2[C@H](CO)[C@@H](c3ccc(-c4ccccc4F)cc3)[C@@H]2C1	1.8	nt	-1.5	-2.1	nt	-0.8	-2.8
C/C=C/c1ccc2c(c1)O[C@@H](CN(C)Cc1cncnc1)[C@@H](C)CN([C@@H](C)CO)S2(=O)=O	-3.2	-1.8	2.1	-9.3	nt	-6.8	nt
C[C@@H]1CN([C@H](C)CO)C(=O)c2cccc(NC(=O)c3ccc(-c4nccs4)cc3)c2O[C@H]1CN(C)CC1CCCCC1	-13.0	nt	-4.9	-1.4	-5.1[16.7 µM]	11.7	17.7

Following part.
SMILES	GSIS activator	FN deposition inh	CFTR F508del cor	DENV2 CPE rescue	miR122 inh	EWS-Fli block	PAX8 inh HTS
CCCCn1nc2cc(C(=O)N(CC)c3ccc(OC)cc3)ccc2c1OCC	nt	-23.6	2.9	nt	10.3	29.9	2.9
COc1cccc(-c2cnc3c(c2)C(=O)N([C@H](C)CO)C[C@H](C)[C@H](CN(C)C(=O)Nc2ccccc2F)O3)c1	-27.2	nt	1.3	-6.6	-3.6[16.7 µM]	0.5	nt
COc1ccc(C2/C=C\CN(S(=O)(=O)c3cccc4cccnc34)CC(=O)N2Cc2ccc(F)cc2)cc1 (stereo not drawn)	15.9	12.0	3.3	-5.7	9.9	-1.7	-12.1
CC(C)(O)c1cn([C@@H]2C[C@@H]3O[C@@H](CO)CC[C@@H]3O[C@@H]2CCc2ccc(-c3ccncc3)cc2)nn1	nt	nt	2.0	-1.8	nt	1.9	14.5
COc1cccc(-c2cn(CC[C@@H]3CC[C@@H](NS(=O)(=O)c4ccccc4Cl)[C@H](CO)O3)nn2)c1	-5.3	-2.3	-2.5	-1.7	nt	-59.5	-71.1
COc1cc2cnc(-c3ccccc3)c(C(=O)c3ccc(F)cc3)c2cc1OC	3.3	-11.5	-1.1	-8.4	5.0	-3.0	16.8
Cc1ccc(N2CCN(S(=O)(=O)c3c(C)nc4scc(C)n4c3=O)CC2)c(C)c1	-8.4	-1.3	-0.8	4.5	-7.5	-1.7	-3.0
COc1ccc(/C=C/c2cccc[n+]2C)c(O)c1	1.7	-6.7	1.1	1.3	-11.1	-10.5	18.7
Cc1nc(SCC(=O)NCc2ccc3c(c2)OCO3)c(C#N)c2c1CCCC2	nt	-2.4	nt	nt	2.5	nt	20.5
Cc1cc(C(=O)Nc2cccc3c2O[C@H](CN(C)S(=O)(=O)c2ccc(F)cc2)[C@@H](C)CN([C@@H](C)CO)C3=O)n(C)n1	26.0	nt	-0.5	-1.1	-1.8[16.7 µM]	-5.2	nt
O=C1c2ccccc2C(=O)C1c1ccccc1F	3.5	1.1	-2.1	7.4	-3.1	-7.4	1.6

From PubChem BioAssay
